# Screening results deposited in PubChem by NCI.
# Growth percent in the NCI-60 one-dose screen (48 h, 10 µM unless noted): 100 = growth as untreated, 0 = no growth, -100 = all killed.
# NCI/ADR-RES = NCI/ADR-RES ovarian cells; 81,000 tested, 4.4% active
# SK-OV-3 = SK-OV-3 ovarian cancer cells; 80,000 tested, 3.2% active
# OVCAR-3 = OVCAR-3 ovarian cancer; 79,000 tested, 7% active; AID 1794787
# DU-145 = DU-145 prostate cancer | 81,000 tested, 4.2% active
# OVCAR-8 = OVCAR-8 ovarian cancer; 81,000 tested, 4.4% active; AID 1794782
# IGROV1 = IGROV1 ovarian cancer. 79,000 tested, 4.7% active. AID 1794786
# OVCAR-5 = OVCAR-5 ovarian cancer. 82,000 tested, 2.9% active
# OVCAR-4 = OVCAR-4 ovarian cancer cells | 80,000 tested, 3.7% active
# The depositor's hits bear a star; x = not tested or not shown. The calls were made as follows: active = growth percent below 10; inactive = the rest.
SMILES,NCI/ADR-RES,SK-OV-3,OVCAR-3,DU-145,OVCAR-8,IGROV1,OVCAR-5,OVCAR-4
O=C(OCC(O)COC(=O)c1cccnc1)c1cccnc1,100,100,110,134,99,104,90,99
CC(=C1C(=O)NC(=S)NC1=O)c1cc2ccccc2o1,96,104,110,107,103,108,111,118
COc1ccc(-c2nc3ccc(-c4nnc(SCC(=O)Nc5ccc(Cl)cc5)o4)cc3[nH]2)cc1OC,92,102,99,71,93,78,84,91
O=C1CC(c2ccccc2)CC2=C1C(c1c[nH]c3cccc(F)c13)Cc1c(F)cccc1N2 (stereo not drawn),74,87,106,79,85,69,96,94
CN(C)c1ccc2c(=O)c3ccccc3oc2n1,101,104,107,105,95,99,117,102
CC(=O)N1N=C(c2ccc(Cl)cc2)CC1c1ccc(Oc2ccc(Cl)cc2)cc1 (stereo not drawn),73,83,84,94,79,66,97,74
O=c1oc2ccccc2cc1-c1csc(N2N=C(c3ccc(Cl)cc3)CC2c2ccccc2)n1 (stereo not drawn),118,106,105,107,103,105,108,98
CCC1S/C(=N\N=C(\C)c2cc3cc(Cl)ccc3o2)N(c2ccccc2)C1=O (stereo not drawn),91,108,76,131,126,671,100,107
COc1ccc(-c2nc(NN3C(=O)C4C=CC=CC4C(=O)OC3c3ccc(OC)c(O)c3)[nH]c(=O)c2Br)cc1 (stereo not drawn),97,110,112,116,100,108,111,103
COc1ccccc1C(CNc1oc(-c2cccs2)nc1C#N)N(C)C (stereo not drawn),106,99,105,103,101,92,104,92
Clc1ccc(NC2=NCCN=C(Nc3ccc(Cl)c(Cl)c3)SS2)cc1Cl,79,83,90,81,98,69,101,84
COc1ccc(OC(=O)Nc2ccc([N+](=O)[O-])cc2OC)cc1,98,103,105,126,98,127,105,102
Cc1ccc[n+](CCC(N)=O)c1,97,95,111,103,103,99,94,87
COc1ccc(C(=O)/C=C/c2c(OC)cc(OC)cc2OC)c(OC)c1,-22*,11,-33*,18,26,40,32,79
N#Cc1c(-c2cccc(Cl)c2)cc(-c2ccncc2)[nH]c1=O,102,106,105,109,102,100,108,115
O=C(SC1=NCCS1)SC1=NCCS1,111,101,127,122,102,133,112,104
O=c1[nH]c(=S)ccn1C1OC(CO)C(O)C1O (stereo not drawn),82,89,103,106,55,94,97,117
CC1=C(C#N)C2=NNCC(c3ccccc3)=NN2C(c2ccccc2)=C1,112,101,111,111,111,109,114,112
Cn1c(=O)c2c(nc(OCCc3ccccc3)n2C)n(C)c1=O,95,112,127,108,106,x,93,82
NC(=O)[C@H]1[C@@H]2C(=O)N(c3ccccc3)C(=O)[C@@H]2[C@@H]2c3ccccc3C=NN12,109,105,99,113,108,x,100,109
CC(=O)N1C(=S)NC(=O)C1Cn1c(C)nc2ccccc21 (stereo not drawn),98,103,105,104,95,97,93,96
Nc1nnc(-c2c[nH]c3ncccc23)c(-c2c[nH]c3ccccc23)n1,83,94,66,69,44,43,77,97
O=S(=O)(NCCNc1nccc(-c2c(-c3ccc(F)cc3)nc3sccn23)n1)c1ccc(F)cc1,81,93,90,76,68,62,102,81
C=Cc1ccc(OCC)cc1,96,112,99,102,104,101,93,109

# Some of these compounds in order of molar mass, ascending:
SMILES,NCI/ADR-RES,SK-OV-3,OVCAR-3,DU-145,OVCAR-8,IGROV1,OVCAR-5,OVCAR-4
C=Cc1ccc(OCC)cc1,96,112,99,102,104,101,93,109
Cc1ccc[n+](CCC(N)=O)c1,97,95,111,103,103,99,94,87
O=c1[nH]c(=S)ccn1C1OC(CO)C(O)C1O (stereo not drawn),82,89,103,106,55,94,97,117
CC(=O)N1C(=S)NC(=O)C1Cn1c(C)nc2ccccc21 (stereo not drawn),98,103,105,104,95,97,93,96
N#Cc1c(-c2cccc(Cl)c2)cc(-c2ccncc2)[nH]c1=O,102,106,105,109,102,100,108,115
Cn1c(=O)c2c(nc(OCCc3ccccc3)n2C)n(C)c1=O,95,112,127,108,106,x,93,82
COc1ccc(OC(=O)Nc2ccc([N+](=O)[O-])cc2OC)cc1,98,103,105,126,98,127,105,102
CC1=C(C#N)C2=NNCC(c3ccccc3)=NN2C(c2ccccc2)=C1,112,101,111,111,111,109,114,112
COc1ccc(C(=O)/C=C/c2c(OC)cc(OC)cc2OC)c(OC)c1,-22*,11,-33*,18,26,40,32,79
NC(=O)[C@H]1[C@@H]2C(=O)N(c3ccccc3)C(=O)[C@@H]2[C@@H]2c3ccccc3C=NN12,109,105,99,113,108,x,100,109
COc1ccccc1C(CNc1oc(-c2cccs2)nc1C#N)N(C)C (stereo not drawn),106,99,105,103,101,92,104,92
CCC1S/C(=N\N=C(\C)c2cc3cc(Cl)ccc3o2)N(c2ccccc2)C1=O (stereo not drawn),91,108,76,131,126,671,100,107
Clc1ccc(NC2=NCCN=C(Nc3ccc(Cl)c(Cl)c3)SS2)cc1Cl,79,83,90,81,98,69,101,84
O=c1oc2ccccc2cc1-c1csc(N2N=C(c3ccc(Cl)cc3)CC2c2ccccc2)n1 (stereo not drawn),118,106,105,107,103,105,108,98
O=S(=O)(NCCNc1nccc(-c2c(-c3ccc(F)cc3)nc3sccn23)n1)c1ccc(F)cc1,81,93,90,76,68,62,102,81

# Next section
SMILES,NCI/ADR-RES,SK-OV-3,OVCAR-3,DU-145,OVCAR-8,IGROV1,OVCAR-5,OVCAR-4
C=C1CCC2C3(C)COC(c4ccc(NC(C)=O)cc4)OC3CCC2(C)C1C/C=C1/C(=O)OCC1O (stereo not drawn),36,80,76,108,45,84,75,24
Nc1nc2c(c(-c3nc(N)nc4c3Cc3ccccc3-4)n1)Cc1ccccc1-2,99,91,122,114,98,104,114,107
CC(C)(C)OC(=O)Nc1ccc(-c2cccc(Oc3ccc4nnc(Cl)n4n3)c2)cc1,71,96,x,83,71,99,100,64
O=C(O)c1cccc2cccc(-c3c4ccc(=O)c(O)c-4oc4c(O)c(O)ccc34)c12,97,90,94,98,100,101,97,97
CCCc1n(Cc2ccc3ccccc3c2)cc[n+]1Cc1ccc2ccccc2c1,89,6.9*,-56*,20,-11*,-54*,9.1*,9.3*
CCOC(=O)C1CCCCC1,110,104,104,101,104,111,102,92
C1CC2CC1CC2CNCC1CC2CCC1C2 (stereo not drawn),109,116,105,114,114,105,102,121
Cn1cc(-c2cc(N)n3nc(-c4c[nH]c5ccccc45)cc3n2)c2cc(Br)cnc21,-45*,-35*,-66*,6.0*,-23*,-42*,-78*,5.9*
COc1cc(C2C3=C(CC(C)(C)CC3=O)N(CCO)c3cc4c(cc32)CCC4)cc(OC)c1OC (stereo not drawn),82,108,84,92,84,89,88,64
